CR mimetic SO: caloric restriction mimetics inhibiting age-related superoxide in yeast. S. cerevisiae aged cells, superoxide DHE fluorescence; active compounds read low. 330,000 compounds, 0.18% hits. superoxide response (% of plate mean), % at 10 µM;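 active = superoxide response under a set limit, about three screen SD below normal, cut at about 65% in these data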;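 also: yeast aged for seven days with compound at 30 °C before DHE staining; 100% = average MFI of all compound-treated wells on the plate with controls excluded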
Efflux pump mplx: blocks antifungal efflux pumps in multiplex yeast assay; S. cerevisiae Candida pump triplex, Nile Red efflux; inhibition, % at 10 µM; 330,000 compounds, 0.44% hits; AID 485275;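 active = plate passing quality check with inhibition over a set limit, or well fluorescence over plate mean plus 4 SD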;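 also: Nile Red retained in pooled yeast measured as flow cytometry median fluorescence; 0% = buffer negative control and 100% = Enniatin B positive control; higher means more Nile Red kept so more efflux inhibition; some compounds called inactive have numbers as strong as hits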
EBNA-1 inhibitor: blocks EBNA-1 binding to DNA | inhibition, % at 14.8 µM | EBNA-1 DNA binding, fluorescence polarization | 300,000 compounds, 0.34% hits | AID 1950; in the data active = inhibition above about 28%
BCLXL inh: blocks human Bcl-xL binding to Bim BH3 peptide. Q07817. GST-Bcl-xL / FITC-Bim BH3 peptide fluorescence polarization. inhibition, % at 10.9 µM. 320,000 compounds, 0.7% hits. AID 2129;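 active = inhibition above the mean of all tested compounds plus 3 SD, cutoff set per campaign, cut at about 30% in these data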;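 also: 0% = DMSO wells and 100% = unlabeled Bim-BH3 peptide competitor; inhibitors lower millipolarization by displacing the labeled peptide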
Target sequence (Q07817 whole entry, looked up): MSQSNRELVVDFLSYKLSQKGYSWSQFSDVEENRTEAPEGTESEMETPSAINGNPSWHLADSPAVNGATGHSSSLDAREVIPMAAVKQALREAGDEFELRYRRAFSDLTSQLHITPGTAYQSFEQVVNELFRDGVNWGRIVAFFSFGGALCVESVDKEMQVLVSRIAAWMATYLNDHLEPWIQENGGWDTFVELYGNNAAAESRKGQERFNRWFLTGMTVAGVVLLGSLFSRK
ZTA DNA inh: ZTA (EBV) inhibition in EBNA-1 counter-screen; P03206; ZTA-DNA binding, fluorescence polarization; inhibition, % at 11 µM; 320,000 compounds, 0.15% hits; AID 2234; in the data active = inhibition above about 33%
MCL1-BIM inh: MCL1-BIM-BH3 interaction inhibition (human) | Q07820 | GST-MCL1 / FITC-Bim-BH3 fluorescence polarization | inhibition, % at 10.9 µM | 320,000 compounds, 0.68% hits | AID 2057;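 active = inhibition above the mean inhibition of all tested compounds plus 3 SD, set per campaign, cut at about 40% in these data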;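 also: 0% = DMSO wells and 100% = unlabeled Bim-BH3 peptide control; higher means more loss of mP so more displacement of Bim peptide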
Target sequence (Q07820 whole entry, looked up): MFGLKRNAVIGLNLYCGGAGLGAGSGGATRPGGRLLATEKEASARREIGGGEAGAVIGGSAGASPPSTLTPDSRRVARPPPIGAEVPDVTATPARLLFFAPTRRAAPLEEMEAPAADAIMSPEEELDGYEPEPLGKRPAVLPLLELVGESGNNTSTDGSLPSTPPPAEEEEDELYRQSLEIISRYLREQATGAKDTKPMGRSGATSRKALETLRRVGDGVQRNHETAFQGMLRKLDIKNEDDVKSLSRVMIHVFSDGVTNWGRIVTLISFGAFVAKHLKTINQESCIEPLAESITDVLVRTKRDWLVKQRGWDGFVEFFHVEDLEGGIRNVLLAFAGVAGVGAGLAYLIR
MEX-5 binding: C. elegans MEX-5 TCR-2 RNA binding activity; MEX-5/FITC-TCR2 RNA binding, fluorescence polarization; active compounds read low; 300,000 compounds, 0.38% hits; Q9XUB2; activity score (negative = inhibition of binding), % at 10 µM;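 active = inhibition past about -25% in most replicates, and total fluorescence under double the plate's negative control median, limit read from the data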;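 also: 0% = DMSO and -100% = 5 µM competing unlabeled TCR2 RNA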
Fam108B inh: counter-screen for RBBP9 inhibitors: inhibitors of mouse Fam108B; recombinant Fam108B, FP-Rh probe fluorescence polarization; inhibition, % at 9.51 µM; 300,000 compounds, 0.33% hits;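 active = inhibition above the screen mean inhibition plus 3 SD, computed separately per campaign, cut at about 18% in these data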;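 also: inhibitors lower polarization as less probe binds the enzyme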
GLD-1 TGE inh: GLD-1-TGE RNA interaction inhibition (C. elegans). Q17339. purified GLD-1 + fluorescein TGE RNA, fluorescence polarization. inhibition, % at 5.96 µM. 320,000 compounds, 0.44% hits;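 active = percent inhibition above a per-plate cutoff, the plate mean of test compounds plus 3 SD, cut at about 30% in these data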;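 also: 0% = DMSO wells with GLD-1 and probe and 100% = wells lacking GLD-1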
Target sequence (Q17339 whole entry, looked up): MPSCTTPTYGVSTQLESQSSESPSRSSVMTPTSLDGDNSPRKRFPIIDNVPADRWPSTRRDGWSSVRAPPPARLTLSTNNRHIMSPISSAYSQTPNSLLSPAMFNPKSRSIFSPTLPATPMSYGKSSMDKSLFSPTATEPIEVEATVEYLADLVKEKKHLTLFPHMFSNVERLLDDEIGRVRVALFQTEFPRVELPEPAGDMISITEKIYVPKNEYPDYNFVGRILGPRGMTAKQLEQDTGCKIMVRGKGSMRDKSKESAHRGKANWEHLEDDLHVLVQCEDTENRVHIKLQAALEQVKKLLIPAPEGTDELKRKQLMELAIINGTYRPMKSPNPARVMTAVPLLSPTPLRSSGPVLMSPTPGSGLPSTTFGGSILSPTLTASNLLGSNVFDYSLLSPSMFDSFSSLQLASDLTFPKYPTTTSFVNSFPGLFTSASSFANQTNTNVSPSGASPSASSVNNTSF
An asterisk follows results filed as active; nt = not tested or not shown.

SMILES	CR mimetic SO	Efflux pump mplx	EBNA-1 inhibitor	BCLXL inh	ZTA DNA inh	MCL1-BIM inh	MEX-5 binding	Fam108B inh	GLD-1 TGE inh
CCCn1c(C)cc(=O)c2cc(NC(=O)c3cnccn3)ccc21	85.9	0.0	3.3	0.1	13.0	-0.9	1.7	-1.5	2.5
CCC(C(=O)OCC(=O)NC(=O)c1ccccc1OC)c1ccccc1 (stereo not given)	97.3	-0.1	-1.1	3.3	-5.9	1.3	3.0	3.4	3.8
COc1cc(-c2onc3ccc(Br)cc23)cc(OC)c1OC	110.5	0.1	-4.3	4.8	-4.3	2.8	2.0	-2.4	-5.3
CN(C)/C=C/C1=CC(=O)CC(C)(C)C1	96.4	0.0	0.1	4.7	-9.7	8.4	2.4	2.6	5.7
Cc1ccc(S(=O)(=O)N2CCN(C(=O)CCC(=O)N3CCc4ccccc43)CC2)cc1	102.3	0.1	-2.1	4.0	-6.3	5.2	-0.2	2.3	3.6
COC(=O)[C@@H](NC(=O)N1CCC(Cc2ccccc2)CC1)C(C)C	96.1	0.1	0.7	6.4	-5.5	7.7	2.1	-5.1	-1.6
O=C(CSCc1c(F)cccc1F)Nc1ccccc1	102.4	0.0	-2.4	1.8	-7.1	2.6	2.8	-0.7	-0.2
O=C(CCN1C(=O)/C(=C/c2ccccc2)SC1=S)N[C@@H](CO)Cc1ccccc1	104.8	0.0	0.5	5.2	-2.6	11.9	-1.0	-6.1	4.8
CC1=C(C(=O)OCCCCCl)C(c2cc3c(cc2Br)OCO3)NC(=O)N1 (stereo not given)	94.3	-0.1	1.8	-6.0	1.1	-9.8	-3.7	-3.7	6.5
COc1ccc(OC)c(S(=O)(=O)Nc2cc3c(cc2N2CCCC2)n(C)c(=O)c(=O)n3C)c1	93.2	0.1	7.5	6.6	7.6	6.2	-0.3	4.4	6.7
COc1ccc(-c2c(C)oc3c(CN4CCOCC4)c(O)ccc3c2=O)cc1OC	90.7	-0.1	1.6	8.4	-8.3	5.6	-1.0	1.3	-6.5
Cc1cccc(N2CCN(C(=O)C3CCCN(S(=O)(=O)c4c(C)noc4C)C3)CC2)c1C (stereo not given)	107.4	-0.2	-1.8	2.8	-3.5	2.4	2.1	4.2	-4.2
CCOC(=O)c1c(NC(=O)CSc2nnc(Cc3csc(N)n3)n2C)sc(C)c1C	101.4	0.0	9.4	2.0	3.2	11.3	1.7	-1.2	4.2
CC1CCC2(CC1)NC(=O)N(CC(=O)NC(=O)Nc1ccc3c(c1)OCCO3)C2=O (stereo not given)	98.9	-0.2	16.6	2.6	-18.9	6.7	-0.6	4.0	0.0
Cc1ccc2nc(NC(=O)COC(=O)c3ccncc3)sc2c1	88.3	0.2	-7.6	-1.6	-0.9	7.2	-1.6	-4.8	9.3
O=C(COC(=O)c1cc2ccccc2o1)c1ccccc1	87.5	0.1	0.9	-1.7	8.3	3.4	-1.2	-7.4	4.7
CCOc1ccc(C(C(=O)NC2CCCC2)N(CCCO)C(=O)c2ccc(-c3ccccc3)[nH]2)cc1 (stereo not given)	94.7	0.1	6.3	6.3	-13.4	6.1	-1.0	1.5	-3.3
O=C(Cn1ncc(N2CCOCC2)c(Br)c1=O)c1ccc(Cl)cc1	117.2	-0.1	-3.7	5.3	-17.9	8.8	-1.3	6.6	-2.2
CC(=O)Nc1ccc(S(=O)(=O)Nc2cccc(-c3cn4cccnc4n3)c2)cc1	91.8	0.3	-8.9	4.9	2.0	0.5	4.3	3.0	2.0
Cc1cc(S(=O)(=O)Nc2ccc3c(c2)COC3=O)ccc1F	94.3	0.0	-1.0	3.5	-31.4	1.5	-0.6	6.0	-1.0

Results in BCLXL inh (4 entries from above):
SMILES,BCLXL inh
Cc1cccc(N2CCN(C(=O)C3CCCN(S(=O)(=O)c4c(C)noc4C)C3)CC2)c1C (stereo not given),2.8
CCOC(=O)c1c(NC(=O)CSc2nnc(Cc3csc(N)n3)n2C)sc(C)c1C,2.0
CC1CCC2(CC1)NC(=O)N(CC(=O)NC(=O)Nc1ccc3c(c1)OCCO3)C2=O (stereo not given),2.6
Cc1ccc2nc(NC(=O)COC(=O)c3ccncc3)sc2c1,-1.6

Following part:
SMILES	CR mimetic SO	Efflux pump mplx	EBNA-1 inhibitor	BCLXL inh	ZTA DNA inh	MCL1-BIM inh	MEX-5 binding	Fam108B inh	GLD-1 TGE inh
Cn1ccnc1SCCNC(=O)C1CCC(=O)N(Cc2ccc(Cl)cc2)C1 (stereo not given)	82.0	0.3	-1.7	3.4	-1.7	0.8	-5.7	-9.8	-5.5
O=C(O)c1ccc2c(c1)C(=O)N(c1cc([N+](=O)[O-])ccn1)C2=O	105.5	-0.1	11.2	-2.8	8.7	-3.2	-2.4	3.7	1.8
O=C1Nc2cc(Cl)c(Cl)cc2N(O)N1c1cccc(Cl)c1	81.2	0.0	-7.5	-1.2	-19.4	1.7	-0.8	-0.1	12.2
Cc1ccc(CN2C(=O)CCC2C(=O)NCc2ccco2)cc1 (stereo not given)	109.0	0.1	3.0	1.9	-7.6	-0.1	-1.7	-6.3	8.2
CC(C)C[C@H](NC(=O)C1CCN(S(=O)(=O)c2ccccc2)CC1)C(=O)NCc1cccnc1	103.8	-0.2	11.4	9.5	8.7	6.8	-2.1	1.6	6.4
COc1ccc(NC(=O)c2c3c(nc4ccccc24)CCC3)cc1	107.7	-0.1	23.1	2.9	2.1	3.9	1.0	-2.2	-3.7
O=C(Cc1cccc2ccccc12)NNC(=O)Nc1cccc(Cl)c1	96.3	-0.1	3.3	5.7	10.1	6.8	-1.8	-1.0	3.2
O=C(Nc1ccc(NC(=O)c2cccnc2)cc1)c1ccccc1	97.4	0.0	3.1	-3.9	6.0	-7.9	0.8	0.7	4.3
Cc1ccccc1N(C(=O)Cn1nnc(-c2ccc(F)cc2)n1)C(C(=O)NC(C)(C)C)c1ccncc1 (stereo not given)	83.2	0.0	-3.5	0.2	8.1	-2.8	2.1	2.7	-0.6
Cc1ccccc1-n1c(-c2ccco2)n[nH]c1=S	89.0	0.4	-1.6	-7.2	-9.9	-5.3	0.0	2.9	-7.2
CSc1ccccc1OCc1cc(C(=O)NCc2cccc(C)n2)no1	121.5	0.0	0.7	4.5	-6.1	0.9	-0.5	-2.1	-7.5
O=C(CN(Cc1ccccc1)C(=O)CCC(=O)Nc1ccccn1)NCc1ccco1	87.6	0.0	3.9	5.8	10.7	8.6	-0.1	-0.4	7.2
COc1ccccc1CNC(=O)c1ccc(CS(=O)(=O)c2ccccc2)o1	88.9	-0.1	-2.4	1.5	-5.8	10.3	-1.7	-2.6	5.3
COc1cccc(-c2ccc(C#N)c(OC(=O)c3c(Cl)cccc3Cl)n2)c1	97.6	-0.1	7.5	0.6	7.3	-0.7	-1.1	-9.3	-3.0
CSCCC(NC(=O)CCN1C(=O)c2ccccc2C1=O)C(=O)O (stereo not given)	97.0	0.0	-0.4	1.7	2.6	0.6	-1.0	2.3	-1.0
CC1(C)CC(=O)C=C(c2ccc(-c3ccccc3)cc2)C1	92.0	-0.1	nt	3.4	48.4*	4.5	nt	nt	6.2
CSC1=NC2(CC(c3ccccc3)Oc3cc(O)ccc32)CC(C)(C)N1 (stereo not given)	106.9	0.0	-2.0	-3.2	-5.9	-7.8	0.4	-0.1	2.1
CCn1c(SCC#N)nc2ccccc2c1=O	92.1	0.2	-7.8	5.4	2.5	6.2	-1.0	-3.9	4.0
CCOc1ccc(NC(=O)CC(NC(C)=O)c2ccccc2)cc1S(=O)(=O)N1CCCC1 (stereo not given)	91.9	0.3	nt	-4.2	9.4	-8.2	nt	nt	4.2
CC(=O)c1cccc(NC(=O)COc2ccc(S(=O)(=O)N3CCOCC3)cc2)c1	98.5	-0.1	-0.7	4.8	2.4	8.6	-2.2	-3.3	3.4
C/C(CC(=O)Nc1ccc(Cl)cc1Cl)=N\NC(=O)c1ccncc1	97.3	-0.2	-0.4	6.0	-12.0	6.2	-2.2	2.9	3.1
O=C(N/N=C/c1ccc(Br)cc1)c1ccccc1-n1cccc1	101.2	0.3	-1.7	-3.3	4.8	-3.4	-0.5	1.1	-5.3
Cc1cc(C(=O)CSc2nnc(-c3ccccc3)n2-c2ccccc2)c(C)n1-c1ncn[nH]1	99.9	0.1	9.8	0.8	11.4	-3.9	1.0	-5.8	-3.5
Cc1ccccc1C(=O)OCC(=O)N(C)c1c(N)n(Cc2ccccc2)c(=O)[nH]c1=O	103.1	0.1	-4.5	0.5	10.3	-8.0	-0.3	2.2	3.5
COc1cccc(N2CCN(C(=O)c3ccccc3SCC(=O)NCc3ccco3)CC2)c1	77.2	0.1	nt	0.6	3.7	7.3	nt	nt	-1.3
CCOC(=O)CSc1nc2sc3c(c2c(=O)n1-c1ccc(OCC)cc1)CCN(C)C3	105.3	0.0	10.2	2.4	6.5	-2.2	1.5	-1.0	-2.6
CC1Sc2ccc(S(=O)(=O)CCC(=O)NC3CCCCCC3)cc2NC1=O (stereo not given)	109.8	0.2	7.0	2.2	12.8	-6.6	-2.5	2.6	-2.1
Cn1cccc1/C=C1\SC(=O)N(CC(=O)Nc2ccc(F)cc2)C1=O	97.0	0.0	14.5	-3.0	-2.8	-0.6	-2.9	-13.2	2.1
COc1ccc(S(=O)(=O)N(C)CC(=O)Nc2ccccc2OC)cc1	95.6	0.0	-2.3	3.1	-10.2	1.6	-0.4	-1.0	-3.1
O=C1C=C(NCc2ccc(Cl)cc2)CC(c2ccco2)C1 (stereo not given)	115.1	0.2	-22.2	9.7	-4.9	8.9	-1.6	5.6	1.6
C/C(=N\NC(=O)CSc1nc2ccccc2c(=O)n1-c1ccccc1C)c1cccs1	90.8	-0.4	2.7	8.0	-1.7	22.7	0.9	0.8	1.1
Nc1cc(S(=O)(=O)N2CCOCC2)ccc1Oc1ccc(F)cc1	105.7	0.1	-4.0	7.0	-9.1	9.6	-2.4	0.3	3.1
Cc1c(C#N)c2ccccc2n1CC(=O)NCc1cccnc1	95.6	0.0	-2.5	0.5	16.1	-0.6	-0.5	-3.7	1.0
COCCSc1nnc(NC(=O)C2CCCO2)s1 (stereo not given)	100.6	-0.1	-6.9	1.1	-0.1	0.4	0.5	2.3	9.0
CC(C)CNC(=O)CN1C(=O)NC(Cc2c[nH]c3ccccc23)C1=O (stereo not given)	104.5	-0.2	-3.1	0.2	-0.1	2.9	-1.1	-4.7	5.4
Cc1noc(NC(=O)c2ccc(Cl)cc2)c1Cl	85.8	0.0	2.7	0.1	-3.5	-0.8	-3.0	2.9	0.6
O=C(O)C1CCC1C(=O)Nc1nc(-c2ccc(Cl)s2)cs1 (stereo not given)	127.6	-0.3	5.1	4.9	8.6	-3.5	-0.6	-0.9	5.3
CCOc1ncccc1C(=O)Nc1ccc(S(=O)(=O)Nc2nc(C)cc(C)n2)cc1	78.2	0.6	nt	-2.4	-0.9	-6.7	nt	nt	-2.1
C/C(N)=C(/C#N)C(=O)CSc1cc(C)c2cc(C)cc(C)c2n1	100.4	0.0	6.4	1.8	12.9	-2.4	-2.2	-6.2	3.1
Cc1ccc(C(=O)Nc2cccc3cccnc23)cc1Br	108.1	-0.1	1.6	2.0	-4.0	9.7	1.7	-4.2	-0.1
